# Source: PubChem BioAssay
# CendR NRP1 mod: alters CendR peptide binding to human NRP-1. AID 602438. 360,000 compounds, 0.85% hits. FAM-RPARPAR peptide binding to NRP-1, fluorescence polarization. inhibition, % at 25 µM. O14786;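 active = inhibition or corrected inhibition above about 18%, plus a signal ratio from 0.5 to 1.5, limit read from the data, passing the limit was not always enough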; note: strong numbers were not always called active
# MT1-MMP act inh: blocks activation of human MT1-MMP. HT1080 RFP-PRO-GFP cells, GFP/RFP ratio fluorescence, overnight; percent of plate control window, DMSO zero. P50281. 360,000 compounds, 0.061% hits. GFP/RFP ratio change, % at 20 µM;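 active = GFP/RFP ratio change of at least 30% with cell ATP level not reduced by more than half and red fluorescence within 50% of control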; note: strong numbers were not always called active
#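 Assay system: RFP-PRO-GFP reporter HT1080 cells; read-out basis: GFP/RFP fluorescence ratio; benchmarks: DMSO wells and RFP-L50D-GFP cells; doses: 20 µM single dose, 1% DMSO; schedule: overnight cell settling, then overnight compound exposure, 37 °C, 5% CO2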
# bovine MsrA act: activates bovine MsrA enzyme; purified bovine MsrA, absorbance read-out; activation, % at 10.6 µM; 360,000 compounds, 0.3% hits; AID 602163; in the data active = activation above about 7.5%;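 note: 0% = vehicle and 100% = reference activator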
# Rin1 Abl inh: blocks binding of human Rin1 to Abl; TR-FRET Rin1/Abl binding, biochemical; 360,000 compounds, 0.4% hits; AID 588664; inhibition, % at 7.35 µM; P00519+Q13671; in the data active = inhibition above about 5%, passing the limit was not always enough
# FAS TE block: blocks the thioesterase domain of human fatty acid synthase; P49327; recombinant FAS-TE, OMFH fluorogenic substrate, fluorescence endpoint; inhibition, % at 15 µM; 360,000 compounds, 0.67% hits;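 active = compounds whose normalised, plate-corrected inhibition of enzyme fluorescence in the single-dose primary screen is 50% or more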;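 note: 0% = DMSO with enzyme and 100% = substrate without enzyme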
# MsrA inh: inhibits bovine methionine sulfoxide reductase A. 360,000 compounds, 0.75% hits. purified bovine MsrA, absorbance read-out. inhibition, % at 15.5 µM. AID 651718; in the data active = inhibition above about 4.5%;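 note: 0% = vehicle wells with enzyme and 100% = reference inhibitor wells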
# Neddyl block: blocks human cullin neddylation. P61081+Q13564. TR-FRET cullin neddylation, biochemical. calls only at 25 µM. 360,000 compounds, 0.58% hits. AID 651699; in the data active = inhibition above about 36%
# SKN-1 block: C. elegans SKN-1 inhibition. C. elegans VP596 Pgst-4::GFP/RFP ratio, acrylamide-induced, 24 h. inhibition, % at 21.8 µM. 360,000 compounds, 0.49% hits;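 active = interference check ratio from 0.5 to 1.5 plus GFP to RFP signal ratio inhibition reaching or exceeding a fixed threshold, cut at about 30% in these data, passing the limit was not always enough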; note: some compounds called inactive have numbers as strong as hits
# E coli Lon inh: inhibits E. coli Lon protease | P0A9M0 | purified E. coli Lon protease, fluorescence polarization | inhibition, % at 7.94 µM | 360,000 compounds, 0.42% hits | AID 602123; in the data active = inhibition above about 13%, passing the limit was not always enough;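 note: 0% = enzyme with probe and DMSO and 100% = no enzyme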
# Active calls of the source: *; i = inactive; nt = no result given; + = active, no number.
# Start of the data: the first two compounds, ahead of the listing:
SMILES,CendR NRP1 mod,MT1-MMP act inh,bovine MsrA act,Rin1 Abl inh,FAS TE block,MsrA inh,Neddyl block,SKN-1 block,E coli Lon inh
CN1CCC(N(C)S(=O)(=O)c2ccc(F)cc2F)CC1,-2,1,3,2,-5,0.0,i,1,-9
O=C1CC(N2CCOCC2)=NN1c1ccc([N+](=O)[O-])cc1,13,4,-2,4,0,1.1,i,15,-7

# This part in full, from the first entry:
SMILES,CendR NRP1 mod,MT1-MMP act inh,bovine MsrA act,Rin1 Abl inh,FAS TE block,MsrA inh,Neddyl block,SKN-1 block,E coli Lon inh
CN1CCC(N(C)S(=O)(=O)c2ccc(F)cc2F)CC1,-2,1,3,2,-5,0.0,i,1,-9
O=C1CC(N2CCOCC2)=NN1c1ccc([N+](=O)[O-])cc1,13,4,-2,4,0,1.1,i,15,-7
O=C(NCC1CCN(S(=O)(=O)c2ccccc2)CC1)Nc1ccccc1,-6,-1,-5,1,6,0.4,i,4,8
CN1CCN(S(=O)(=O)c2ccc(N(C)Cc3ccc(C(F)(F)F)cc3)c([N+](=O)[O-])c2)CC1,7,5,-1,0,18,-0.6,i,10,9
CCOC(=O)C1=C(O)/C(=C\c2cc(C)n(-c3ccc(F)cc3)c2C)N=C1C,-32,-14,-5,0,-8,1.0,i,17,-2
Cc1ccc(S(=O)(=O)NCC(=O)OCC(=O)NC2CCCCC2)cc1,-9,5,-2,5,-8,-0.7,i,-16,-9
O=C(CCCOc1ccc(Cl)cc1)Nc1nncs1,1,3,-3,2,-7,-0.8,i,-13,-8
Cc1c(NP(=O)(Oc2ccccc2F)Oc2ccccc2F)c(=O)n(-c2ccccc2)n1C,2,0,-1,-2,-6,-0.1,i,3,3
O=C(Nc1cccnc1)/C(N=Nc1ccc(Cl)c(C(F)(F)F)c1)=C(\O)c1ccccc1,-9,5,-2,-2,4,0.2,i,-14,-8
CC1CCCCN1S(=O)(=O)c1ccc2c(c1)CCN2C(=O)CCC(=O)O (stereo not drawn),-4,2,-5,3,-5,0.1,i,4,1
C=CCC(=O)N1CCCC(CO)(Cc2ccc(F)cc2F)C1 (stereo not drawn),1,-1,-3,1,-5,1.0,i,-17,-5
Cc1ccc(CONS(=O)(=O)c2cc(C)ccc2C)cc1,4,0,-10,1,21,-0.9,i,11,7
O=C(NCc1ccccc1)c1ccc(-c2cn[nH]c2)c2ccoc12,-12,7,-3,4,-10,0.1,i,20,12
CCOC(=O)c1ccc(NS(=O)(=O)c2ccc(-c3coc(C)n3)cc2)cc1,0,3,-1,0,3,0.0,i,2,-9
COc1cccc(Oc2ccc(OC)cc2C(=O)O)c1,13,1,1,1,-3,0.4,i,-3,-3
O=C(O)CC12CC3CC(C1)CC(n1cncn1)(C3)C2,-1,2,-2,-1,-4,0.7,i,-8,3
CSC(=O)CC(=O)NC(=O)c1ccccc1,-6,-5,-2,-1,-4,0.8,i,13,11
CC(Oc1ccccc1F)C(=O)NC1CCS(=O)(=O)C1 (stereo not drawn),-3,1,-4,2,-6,-1.0,i,-6,-5
CCC(C)(C)NC(=O)C(c1cccc(OC)c1OC)N(CCOC)C(=O)CCC(=O)Nc1cc(C)on1 (stereo not drawn),3,-2,-2,2,-2,0.7,i,-18,5
Cc1cc(NC(=O)COC(=O)c2ccc(S(=O)(=O)N3CCCC3)cc2)no1,-1,2,-2,-1,-4,-0.3,i,-1,6
N=c1c2ccccc2nnn1-c1ccccc1[N+](=O)[O-],-2,1,-6,-5,-4,2.8,i,10,-4
COc1cc(/C=N/n2nnnc2N)cc(Cl)c1OC,6,3,-4,0,6,-0.5,i,15,-1
N#C/C(=C\c1cccnc1)c1ccc(Br)cc1,7,-2,-2,-1,16,1.9,i,44*,-6
N#Cc1c(N)nc(SCC(=O)NC2CCCCC2)c(C#N)c1-c1ccc(Cl)cc1,0,2,-12,-5,-9,-0.5,i,-9,-18
Cc1cc2nc3ccc(N(C)C)cc3nc2cc1N,44,4,5,15*,-9,-0.7,+,83,21

# Following part.
SMILES,CendR NRP1 mod,MT1-MMP act inh,bovine MsrA act,Rin1 Abl inh,FAS TE block,MsrA inh,Neddyl block,SKN-1 block,E coli Lon inh
CCC(C)NC(=O)c1nc2c(nnn2Cc2ccccc2Cl)c(=O)[nH]1 (stereo not drawn),-10,-3,-2,5,-2,-0.7,i,1,6
COc1ccccc1C(=O)OC(C)CN1CCN(C)CC1 (stereo not drawn),21,-1,-2,-1,-2,0.7,i,18,-3
CSc1cccc(NC(=O)c2cc(S(=O)(=O)N3CCc4ccccc43)cn2C)c1,-10,4,1,1,33,1.8,i,8,-7
CC1=C(O)C(=O)OC1c1c(Cl)cccc1Cl (stereo not drawn),16,-1,-3,2,-4,-1.1,i,-1,8
CCc1nc(SCc2ccc(F)cc2)[nH]c(=O)c1C#N,5,4,1,0,2,-0.8,i,23,11
O=C(NCc1cccnc1)C1CCC(CNS(=O)(=O)c2ccc(Cl)cc2)CC1 (stereo not drawn),-11,0,-5,-1,-3,1.8,i,0,3
CC(=O)c1ccc(N(CC(=O)NC2CCS(=O)(=O)C2)S(=O)(=O)c2ccc(C)cc2)cc1 (stereo not drawn),12,2,2,-4,-9,0.8,i,11,-5
O=C1CN(C(=O)N[C@@H](Cc2ccccc2)C(=O)N[C@H](C(=O)O)c2ccccc2)c2ccccc2N1,19,1,-2,-1,-6,3.0,i,7,6
CC(=O)N1CCN(c2ccc(Oc3nnnn3-c3ccccc3)cc2)CC1,-8,8,-2,-3,-10,1.0,i,-3,-2
O=C(NC1CCCCC1)C(c1ccco1)N(Cc1cccs1)C(=O)Cn1nnc2ccccc21 (stereo not drawn),-1,2,-1,-1,-9,-0.5,i,18,3
O=C(CC(Nc1ccc(Cl)cc1Cl)C(=O)O)c1ccccc1 (stereo not drawn),-14,-1,2,-3,-3,0.6,i,-6,-1
CC(C)OP(=O)(OC(C)C)C(NC(=O)c1cccc([N+](=O)[O-])c1)C(N)=O (stereo not drawn),-5,4,-3,-4,-3,0.0,i,10,-4
Cc1noc(C)c1COc1ccc(C(=O)NCC2CCCO2)cc1 (stereo not drawn),7,-4,-6,-2,-10,1.1,i,9,-11
CCc1ccccc1NC1c2ccccc2C(=O)N1c1cc(C)ccn1 (stereo not drawn),10,4,-2,0,5,0.1,i,-10,-5
COc1ccc(NC(=O)CC2C(=O)N(c3ccc(F)cc3)C(=S)N2NC(=O)c2ccccc2)cc1 (stereo not drawn),3,9,-2,-4,-6,0.3,i,-5,-2
COc1ccc(N2C(=NC(=O)c3ccccc3)SC3CS(=O)(=O)CC32)cc1 (stereo not drawn),-16,1,-7,4,10,-0.2,i,-19,5
CC(C)NC(=O)c1ccccc1NC(=O)/C=C/c1ccc([N+](=O)[O-])cc1,-8,-5,-1,-5,-6,-0.5,i,9,-12
CC(Sc1nncn1C)C(=O)Nc1nnc(-c2ccccc2)s1 (stereo not drawn),-12,-5,-3,0,-6,1.0,i,-11,-14
c1ccc2c(c1)CCc1c-2nc2ccccc2c1N1CCOCC1,21,-5,-12,1,20,1.9,i,5,8
C=Cc1ccc(Cn2c(C)c(C(=O)NCc3ccc(Cl)c(Cl)c3)sc2=O)cc1,-4,0,1,4,27,-1.9,i,17,-11
Nn1c(-c2ccccn2)nnc1-c1ccccn1,-5,3,-10,1,-8,-0.3,i,-37,-3
CCCCC1=CC2=CC(=O)C(C)(OC(=O)CC)C(=O)C2=CN1CCOC (stereo not drawn),-3,3,-2,-2,-12,nt,i,21,18
CCOC(=O)C1=C(C)NC(C)=C(C(=O)OCC)C1c1ccc(C)o1,-1,2,-4,-1,5,-0.6,i,-3,3
Cc1cccc2cc(CN(Cc3ccco3)C(=O)c3ccncc3)c(=O)[nH]c12,-6,1,2,1,-8,1.5,i,-2,-6
C=CCOc1ccc(CNc2nccs2)cc1,-7,-2,0,-1,-9,0.1,i,4,-3

# An excerpt from above in order of molar mass, rising.
SMILES,CendR NRP1 mod,MT1-MMP act inh,bovine MsrA act,Rin1 Abl inh,FAS TE block,MsrA inh,Neddyl block,SKN-1 block,E coli Lon inh
CC(Sc1nncn1C)C(=O)Nc1nnc(-c2ccccc2)s1 (stereo not drawn),-12,-5,-3,0,-6,1.0,i,-11,-14
CC(=O)c1ccc(N(CC(=O)NC2CCS(=O)(=O)C2)S(=O)(=O)c2ccc(C)cc2)cc1 (stereo not drawn),12,2,2,-4,-9,0.8,i,11,-5
CN1CCN(S(=O)(=O)c2ccc(N(C)Cc3ccc(C(F)(F)F)cc3)c([N+](=O)[O-])c2)CC1,7,5,-1,0,18,-0.6,i,10,9

# More results follow:
SMILES,CendR NRP1 mod,MT1-MMP act inh,bovine MsrA act,Rin1 Abl inh,FAS TE block,MsrA inh,Neddyl block,SKN-1 block,E coli Lon inh
Cc1nc(SCC(=O)c2ccccc2)c(C#N)c(-c2ccco2)c1C(=O)NCc1ccco1,-45,-22,-2,3,4,1.5,i,-1,-19
O=C1CSC(=Nc2ccc(Cl)cc2)N1Cc1cccnc1,-1,1,-2,4,-1,-0.9,i,12,15
Cc1ccc(Oc2ccc(S(=O)(=O)Nc3ccc(C(=O)O)cc3)cc2)cc1,-16,0,0,2,-6,0.1,i,-12,-10
CCCCCCCCN1C(=O)[C@H](CC(=O)N2CCC(c3ccccc3)CC2)C[C@@]2(C(=O)OC)CCCCC=C12,-4,-7,-1,nt,24,0.6,i,-14,-2
[O-]/[N+](=N\Nc1ccc(Cl)cc1)c1ccccc1,-2,6,-14,0,8,-0.5,i,-8,18
CCOCCn1c(CN2CCCCC2)nc2c1c(=O)n(C)c(=O)n2C,3,-2,-4,-1,-3,-0.2,i,11,-5
COc1cc(/C=C/C(C)=NNc2ccccc2)ccc1O,9,-3,-8,2,17,1.1,i,1,0
O=C(/C=C/c1ccco1)Nc1ccc(N2CCCC2)cc1,-13,0,-1,1,-5,1.7,i,-8,-12
Cc1ccc(C(=O)CC(=O)COc2ccc(Cl)cc2)cc1,-4,1,-3,-2,3,1.2,i,15,-5
Cc1cc(C)c2cc(CN(Cc3nnnn3Cc3ccc(F)cc3)C3CCCC3)c(=O)[nH]c2c1,6,-4,-2,-1,12,1.0,i,0,-4
COc1cc2c3c(c1)C1(C(=O)N3C(C)(C)C=C2C)C(C#N)=C(N)Oc2cc(O)ccc21 (stereo not drawn),-1,2,-12,4,17,0.1,i,11,-7
O=C(CN1/C(=C(/O)c2ccccc2)C(=O)c2ccccc2S1(=O)=O)c1ccccc1,4,-6,-9,-2,-2,1.1,i,-10,3
CCN(CC(=O)Nc1ccc(NC(C)=O)cc1)C(=O)c1cccnc1Sc1ccc(C)c(C)c1,2,3,-4,6,-2,-1.7,i,7,2
COc1cc2oc(=O)ccc2cc1[C@@H](O)[C@@H]1OC(C)(C)OC1(C)C,27*,-4,-3,1,-14,2.9,i,-6,3
CC(C)Nc1ncnc2c1cnn2Cc1ccccc1Cl,8,-3,-6,2,-8,0.7,i,-11,1
CCOC(=O)C(C)n1nc(-c2ccccc2)c2ccccc2c1=O (stereo not drawn),2,-1,-2,-5,10,-0.4,i,9,-6
COC(=O)c1cc2oc3ccccc3c2n1CC(=O)N1CCCc2ccccc21,12,-6,-8,0,4,0.0,i,3,0
Nc1c2c(nc3c1CCCC3)CCCC2 (tested in a mixture with another compound),2,-3,-8,0,-6,-1.1,i,-8,6
O=C(Nc1ccc([N+](=O)[O-])cc1)OCCc1ccccn1,4,0,-2,0,3,0.9,i,8,-1
CCc1ccc(-c2cc(C)no2)cc1S(=O)(=O)NCc1ccccc1OC,2,-2,0,-3,17,0.3,i,4,4
C/C(=N\NC(=O)c1c(C)nc2ccccn12)c1ccc(O)cc1O,-20,-11,-1,-2,-3,0.4,i,16,-11
N#Cc1nc2ccccc2n1OCc1ccccc1,-3,6,0,-3,7,0.2,i,19,-3
CC(C)C(OC(=O)c1cccs1)C(=O)NCc1ccco1 (stereo not drawn),-7,-1,-9,3,-5,-1.2,i,-4,1
CC(=O)Nc1ccc(N(C)S(C)(=O)=O)cc1,-1,-1,-1,-1,-8,0.7,i,7,10
Cc1cccc(-c2ocnc2C(=O)N2CCN(C(=O)c3cccs3)CC2)c1,-4,-3,-2,3,-5,-0.6,i,-15,-4
